# Screens deposited in PubChem BioAssay by several laboratories.
# Neddyl block: inhibitors of human cullin neddylation; TR-FRET cullin neddylation, biochemical; calls only at 25 µM; 0.58% of 360,000 active; AID 651699; in the data active means inhibition above about 36%
# Target sequence (P61081 whole entry, looked up): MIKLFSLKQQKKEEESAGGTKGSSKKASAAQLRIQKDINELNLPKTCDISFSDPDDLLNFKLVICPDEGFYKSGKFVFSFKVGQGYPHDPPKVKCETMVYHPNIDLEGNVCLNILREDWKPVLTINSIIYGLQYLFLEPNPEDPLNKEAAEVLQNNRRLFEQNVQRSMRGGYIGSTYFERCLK
# Target sequence (Q13564 whole entry, looked up): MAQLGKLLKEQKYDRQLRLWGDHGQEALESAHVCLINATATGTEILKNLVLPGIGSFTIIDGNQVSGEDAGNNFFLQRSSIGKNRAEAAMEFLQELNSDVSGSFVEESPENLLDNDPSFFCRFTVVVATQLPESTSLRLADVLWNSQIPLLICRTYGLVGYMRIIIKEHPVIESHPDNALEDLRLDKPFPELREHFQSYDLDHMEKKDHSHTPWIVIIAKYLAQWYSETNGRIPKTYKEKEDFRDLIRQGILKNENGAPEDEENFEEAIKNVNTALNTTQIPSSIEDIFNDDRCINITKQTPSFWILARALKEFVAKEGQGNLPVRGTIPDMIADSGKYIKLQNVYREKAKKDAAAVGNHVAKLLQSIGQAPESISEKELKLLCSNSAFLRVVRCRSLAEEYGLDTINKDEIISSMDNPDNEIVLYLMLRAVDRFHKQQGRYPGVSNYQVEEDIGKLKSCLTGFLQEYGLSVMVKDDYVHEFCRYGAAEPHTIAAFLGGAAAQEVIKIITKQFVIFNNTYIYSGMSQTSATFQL
# CendR NRP1 mod: NRP-1/CendR interaction modulation; FAM-RPARPAR peptide binding to NRP-1, fluorescence polarization; inhibition, % at 25 µM; 0.85% of 360,000 active; AID 602438;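 active means inhibition or corrected inhibition above about 18%, plus a signal ratio from 0.5 to 1.5, limit read from the data, passing the limit was not always enough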; further: strong numbers were not always called active
# PABP1 MLLE inh: inhibitors of microRNA-mediated deadenylation, human PABP1 MLLE binding; P11940; GST-MLLE / FITC-PAM2 fluorescence polarization; inhibition, % at 20 µM; 0.36% of 360,000 active; in the data active means inhibition above about 35%, passing the limit was not always enough;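 further: plate controls were DMSO wells with GST-MLLE for no effect and wells lacking GST-MLLE protein for full effect; some results filed as inactive read as strong as hits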
# Rin1-Abl PPI inh: blocks binding of human Rin1 to Abl | 0.4% of 360,000 active | inhibition, % at 7.35 µM | TR-FRET Rin1/Abl binding, biochemical | P00519+Q13671; in the data active means inhibition above about 5%, passing the limit was not always enough
# MsrA act: activates bovine MsrA enzyme | purified bovine MsrA, absorbance read-out | 0.3% of 360,000 active | AID 602163 | activation, % at 10.6 µM; in the data active means activation above about 7.5%;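 further: 0% = vehicle and 100% = reference activator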
# MT1-MMP act inh: MT1-MMP (human) activation inhibition; P50281; HT1080 RFP-PRO-GFP cells, GFP/RFP ratio fluorescence, overnight; percent of plate control window, DMSO zero; GFP/RFP ratio change, % at 20 µM; 0.061% of 360,000 active;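 active means GFP/RFP ratio change of at least 30% with cell ATP level not reduced by more than half and red fluorescence within 50% of control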; further: strong numbers were not always called active
#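 Test system: HT1080 cells expressing an RFP-PRO-GFP fluorescent reporter construct / Compound dosing: single-point 20 µM compound, 1% DMSO / Schedule: cells overnight before dosing, compound overnight, 37 °C, 5% CO2 / Evaluation: GFP/RFP fluorescence ratio / Control set: DMSO and RFP-L50D-GFP cell wells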
# E coli Lon inh: inhibitors of E. coli Lon protease; P0A9M0; inhibition, % at 7.94 µM; purified E. coli Lon protease, fluorescence polarization; 0.42% of 360,000 active; in the data active means inhibition above about 13%, passing the limit was not always enough;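 further: 0% = enzyme with probe and DMSO and 100% = no enzyme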
# SKN-1 block: blocks SKN-1 activity in C. elegans; C. elegans VP596 Pgst-4::GFP/RFP ratio, acrylamide-induced, 24 h; inhibition, % at 21.8 µM; 0.49% of 360,000 active; AID 624304;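 active means interference check ratio from 0.5 to 1.5 plus GFP to RFP signal ratio inhibition reaching or exceeding a fixed threshold, cut at about 30% in these data, passing the limit was not always enough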; further: some compounds called inactive have numbers as strong as hits
# FAS TE block: inhibitors of human fatty acid synthase thioesterase domain. inhibition, % at 15 µM. AID 602261. P49327. 0.67% of 360,000 active. recombinant FAS-TE, OMFH fluorogenic substrate, fluorescence endpoint;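 active means compounds whose normalised, plate-corrected inhibition of enzyme fluorescence in the single-dose primary screen is 50% or more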;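 further: 0% = DMSO with enzyme and 100% = substrate without enzyme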
# * = called active by the depositor; i = inactive; / = no result given; + = active, no number.
SMILES,Neddyl block,CendR NRP1 mod,PABP1 MLLE inh,Rin1-Abl PPI inh,MsrA act,MT1-MMP act inh,E coli Lon inh,SKN-1 block,FAS TE block
O=C(c1ccc(Cl)c([N+](=O)[O-])c1)N1CCN(c2ccccc2)CC1,i,-6.6,-0.7,1.5,-3.8,1.6,-3.6,1.2,53.6*
Cc1onc(-c2ccccc2Cl)c1C(=O)NCC1CCCO1 (configuration not stated),i,-33.5,-8.2,1.6,-2.4,-0.3,-1.4,6.6,-7.2
O=C(NCC(=O)N1CCN(S(=O)(=O)c2ccc3c(c2)OCCO3)CC1)c1ccccc1Cl,i,0.6,-8.3,5.2,-1.9,0.0,-1.1,-13.8,1.0
CCOC(=O)c1sc(NC(=O)CCN2CCC(C)CC2)c(C(=O)OCC)c1C,i,9.1,3.6,2.3,-6.3,3.1,-6.2,2.4,0.5
COc1ccc(-c2c(-c3ccc(C#N)cc3)oc(=O)c3cc(OC)c(OC)cc23)cc1,i,2.7,-10.8,-0.3,-2.5,-4.7,-0.6,-3.0,33.6
COc1cccc(OCc2nnc(SCC(=O)N3c4ccccc4Sc4ccc(Cl)cc43)o2)c1,i,0.9,19.8,-2.9,-1.5,1.0,-8.6,2.3,41.3
CCN1CCN(CCCNC(=O)CS(=O)(=O)Cc2nc(-c3cccc(OC)c3)oc2C)CC1,i,6.9,-14.8,-1.4,-2.0,-5.1,-7.2,5.3,-0.7
CSCCC(NS(=O)(=O)c1ccccc1F)C(=O)NCc1cccs1 (configuration not stated),i,-11.2,-9.0,3.8,-3.0,-2.6,-13.2,-6.2,-5.9
CC1CCCC(NC(=O)C2CCN(S(=O)(=O)c3cccc4nonc34)CC2)C1C (configuration not stated),i,7.2,1.9,0.3,-1.8,2.9,-2.2,4.8,-6.0
CCOC(=O)c1cc2occc2n1CC(=O)N1CCN(C(=O)c2ccco2)CC1,i,-13.2,-5.0,-2.5,0.3,-4.8,-6.9,9.5,-8.0
Cc1cc(C(=O)N(Cc2nnc(-c3ccc(Cl)cc3)o2)C(C)C)c2ccccc2n1,i,-12.9,-9.3,1.2,-6.0,-0.2,-5.0,2.5,5.9
CC(=O)Nc1ccc2c(c1)Cc1c(F)cccc1-2,i,6.1,-8.6,1.4,0.1,2.9,12.6,10.1,3.4
CCOCc1cc(=O)[nH]c(SC)n1,i,9.8,-12.2,0.9,1.6,-2.8,2.6,20.2,-1.3
Cc1ccc(C(=O)NN2C(=O)C3C4C=CC([C@@H]3C2=O)C42CC2)cc1 (some centres not stated),i,9.5,-2.2,0.1,-3.2,4.7,2.8,-1.4,-5.9
COCC(=O)NCc1nc2ccccc2[nH]1,i,7.0,-4.7,1.6,1.0,5.9,3.8,1.8,-8.5
CCCCNC(=O)c1ccc2c(c1)N(C)C(=O)c1ccccc1S2,i,-3.0,6.4,1.7,-1.4,5.0,-3.4,-2.6,-3.9
CC[C@]12c3[nH]c4ccc(Cl)cc4c3CCN1C(=O)[C@@H](CC(=O)NC(C)(C)C)C[C@@H]2C(=O)N1CCN(C(=O)c2ccco2)CC1,i,-3.0,3.6,3.5,-5.5,-3.0,-4.1,-5.6,-3.0
Cc1c(C(c2ccccc2O)c2c(C)n(C)n(-c3ccccc3)c2=O)c(=O)n(-c2ccccc2)n1C,i,9.3,-6.9,2.4,-2.3,-1.5,2.9,3.2,-2.4
CCN(CC(=O)NCc1cccs1)C(=O)COc1cccc(C(F)(F)F)c1,i,-4.1,-8.4,0.6,-3.1,3.7,2.7,-3.5,-1.1
c1ccc2c(CNn3cnnc3)cccc2c1,i,4.3,0.2,1.9,-2.4,2.9,1.4,-19.0,-8.4
COc1cccc(NC(=O)CN(C)C(=O)c2cccc(S(=O)(=O)N3CCN(c4ccccc4)CC3)c2)c1,i,5.7,12.0,4.7,-10.3,/,1.4,3.2,10.1
CN(C)c1cccc(NC(=O)CCc2ccccc2)c1,i,-25.2,-30.6,2.0,-10.8,-8.0,-12.1,9.1,-10.1
c1ccc(Oc2ccc(-c3ccnc4nc(N5CCOCC5)nn34)cc2)cc1,i,0.6,3.2,-0.8,-13.0,5.8,-1.2,4.7,17.2
Cc1cc(C)c(C(=O)COC(=O)c2nn(C)c(=O)c3ccccc23)cc1C,i,-29.1,2.8,-0.5,-0.9,2.1,-5.8,7.1,23.1
CCOC(=O)CSc1nc2cc(C)cc(C)c2cc1C#N,i,-5.4,4.3,-2.5,-10.0,-17.4,-13.0,-9.1,16.4

# Additional results.
SMILES,Neddyl block,CendR NRP1 mod,PABP1 MLLE inh,Rin1-Abl PPI inh,MsrA act,MT1-MMP act inh,E coli Lon inh,SKN-1 block,FAS TE block
NC(=O)c1c(NC(=O)Cn2cc([N+](=O)[O-])cn2)sc2c1CCCC2,i,-1.5,1.7,-0.4,-2.5,-0.9,-8.6,7.9,2.2
Brc1cccc2sc(N3CCCC3)nc12,i,-6.4,4.5,-6.8,-2.4,1.3,3.4,20.4,5.9
CCCCCCN1C(=O)C(O)=C(C(C)=O)C1c1ccc(Cl)cc1 (configuration not stated),i,4.6,3.0,-0.8,-2.2,2.6,-17.7,21.7,6.2
CCNc1ccc(C(=O)OCC(=O)N2CCCC2)cc1[N+](=O)[O-],i,2.4,-2.5,-4.3,-2.4,6.3,-7.6,27.3,-4.3
C[C@H]1CN(CCc2ccccc2)C(=O)[C@@H]1CC(=O)NCc1ccccc1,i,1.0,-10.4,-1.0,-1.0,1.6,-4.2,24.3,-1.0
COC(=O)c1cc(S(=O)(=O)NCC2CCN(CCc3ccc(OC)cc3)CC2)c[nH]1,i,14.2,1.2,3.7,-3.7,1.4,-1.7,8.1,-4.5
Cc1ccc2c(c1)N(CC(=O)N1CCCCCC1)C(=O)CO2,i,-1.0,-5.3,0.2,-2.0,0.4,-9.2,13.2,-7.3
CCCCC(=O)Nc1cccc(C(=O)Nc2ccccc2C(=O)O)c1,i,13.6,-0.4,1.2,-12.8,-2.2,3.3,-1.6,1.8
COc1ccc(Cl)cc1N/C(N)=N/c1nc(C)cc(C)n1,i,8.9,-1.1,-0.1,-1.8,0.1,13.9,0.7,-7.5
CC(C)(C)c1ccc(Nc2n[nH]c3ccccc23)cc1,/,1.1,-0.4,4.6,-7.8,-2.5,0.8,6.3,15.1
O=C(O)C1CCCN(C(=O)c2cccc3ccccc23)C1 (configuration not stated),i,9.5,-9.6,-0.8,-3.4,/,0.9,13.9,-4.2
COc1ccc(-n2nnc3c(=O)n(Cc4cccc(C)c4)cnc32)cc1,i,1.6,7.3,0.2,0.3,-3.2,-0.7,2.2,-3.0
CCC(C#CCN1CCCCC1)(CC)OCCC#N,i,4.2,0.9,1.0,1.3,4.6,5.0,10.0,-4.6
CC(C)=C1C2CCC1C(C(=O)Nc1sc(C)c(-c3ccc(C(C)C)cc3)c1C(N)=O)C2C(=O)O (configuration not stated),i,-12.8,11.1,1.4,-6.8,-10.9,8.4,0.5,7.5
Cc1ccc(S(=O)(=O)N2CCCc3ccccc32)cc1C,i,-4.6,-1.3,-3.7,-2.9,-2.9,0.9,5.0,17.0
NC(=O)CCCCC(=O)OCCCc1cccs1,i,4.0,11.4,-2.6,-12.1,3.3,3.2,-13.0,-11.5
O=C(NCc1cccnc1)c1ccccc1[N+](=O)[O-],i,-9.4,2.5,-0.7,-10.4,-0.3,4.5,0.1,-6.5
C#CCOCCOCCOCCNc1nc(N2CCOCC2)nc(N2CCN(C(=O)CCCCCCCCCCNC(=O)[C@@H]([C@H](C)CC)n3cc(CCCCCN)nn3)CC2)n1,i,6.0,-0.9,2.9,1.9,0.4,-1.5,3.7,-8.4
COC(=O)c1c(C)[nH]c(C(=O)C(C)OC(=O)c2c(C)noc2C)c1C (configuration not stated),i,0.9,-1.4,2.1,-14.0,5.7,3.5,-8.4,-1.3
COC(=O)c1ccccc1NC(=O)c1cncc(Br)c1,i,0.5,1.1,-6.0,-1.8,0.6,2.8,18.0,3.9
CC(C)C(=O)Nc1ccc(NC(=O)c2ccc3c(c2)OCO3)cc1,i,-8.3,6.6,-3.7,-7.7,3.1,-6.8,1.5,-5.5
CCOc1ccc(C(C)=O)cc1COC(=O)CNC(=O)c1cccs1,i,-0.6,-44.9,0.7,-0.6,3.6,4.3,9.7,-4.5
Cc1cccn2c(=O)c3cc(C(=O)NC4CCS(=O)(=O)C4)n(Cc4ccccc4)c3nc12 (configuration not stated),i,-3.7,-8.4,-3.9,-4.6,-2.4,-5.4,15.3,2.4
CC(C)OC(=O)C(C#N)c1nc2ccccc2nc1N1CCCC1 (configuration not stated),+,-12.5,-1.5,2.5,-5.6,-5.2,-12.0,10.1,-5.1
CC(Oc1ccc(C#N)cc1)C(=O)N1CC=C(c2ccccc2)CC1 (configuration not stated),i,1.3,-0.7,2.2,-5.0,5.2,-4.5,7.4,43.0

# Additional entries follow.
SMILES,Neddyl block,CendR NRP1 mod,PABP1 MLLE inh,Rin1-Abl PPI inh,MsrA act,MT1-MMP act inh,E coli Lon inh,SKN-1 block,FAS TE block
CCOC(=O)CC1CCCCN1C(=O)CCCn1nnnc1CN1CCC(C)CC1 (configuration not stated),i,-0.8,-5.0,0.4,-0.9,-2.7,0.1,11.7,-7.3
NS(=O)(=O)c1ccc(CNC(=O)COc2ccc3c4c(c(=O)oc3c2)CCCC4)cc1,i,13.5,-11.9,0.7,-3.0,-2.2,-7.9,14.3,-2.0
C[C@@H]1CN([C@@H](C)CO)C(=O)CCCn2nncc2CO[C@H]1CN(C)S(=O)(=O)c1ccc(Oc2ccccc2)nc1,i,-2.1,-12.1,-1.1,-1.5,0.8,11.4,-11.7,-8.1
COc1ccc(-n2c(C)cc(C(=O)COC(=O)Cc3n[nH]c(=O)c4ccccc34)c2C)cc1,i,-12.2,-14.2,-4.2,-2.7,-5.1,-10.2,-1.6,8.9
O=[N+]([O-])c1c(C(Cl)Cl)nn(-c2ccccc2)c1N1CCOCC1,i,7.0,13.7,-2.5,-4.0,-1.9,3.0,2.1,-17.7
O=C(OC(C(=O)O)C(OC(=O)c1ccccc1)C(=O)NCc1ccccc1)c1ccccc1 (configuration not stated),i,3.1,-5.8,4.4,-5.2,-2.5,-3.5,-23.1,-9.2
CCC(NC(=O)NNC(=O)c1ccncc1)(C(F)(F)F)C(F)(F)F,i,-11.8,-1.4,-2.8,2.1,3.0,5.4,4.4,-3.5
COC(=O)c1c(C(=O)OC)c(-c2ccc(F)cc2)n2c1CS(=O)C2 (configuration not stated),i,1.7,-0.9,3.5,-6.3,1.1,4.0,0.5,-6.8
CCCc1cc(C(=O)NNC(=S)NC(C)c2ccccc2)cs1 (configuration not stated),i,3.7,-5.3,-3.5,-0.9,6.7,2.1,18.8,0.8
CCc1nc2ccccc2n(CCOCCOCCn2c(=O)c(CC)nc3ccccc32)c1=O,i,11.4,-3.7,-0.2,-3.5,1.6,-2.6,-0.8,-2.5
CCCNS(=O)(=O)c1ccc(CCC(=O)NCC2CCCO2)cc1 (configuration not stated),i,8.4,-1.4,-0.8,-5.9,-3.4,-8.5,3.5,-6.0
COc1ccc(-c2csc(NC(=O)CSc3ncn[nH]3)n2)cc1OC,i,2.8,-12.8,-0.7,-7.7,5.5,0.6,3.6,-39.6
O=c1cc(CO)occ1OCc1ccccc1,i,-1.0,-10.9,-1.6,-4.6,-0.3,-1.0,-12.7,-7.3

# 3 entries picked at random from the list so far, as already listed:
SMILES,Neddyl block,CendR NRP1 mod,PABP1 MLLE inh,Rin1-Abl PPI inh,MsrA act,MT1-MMP act inh,E coli Lon inh,SKN-1 block,FAS TE block
NC(=O)c1c(NC(=O)Cn2cc([N+](=O)[O-])cn2)sc2c1CCCC2,i,-1.5,1.7,-0.4,-2.5,-0.9,-8.6,7.9,2.2
COC(=O)c1c(C(=O)OC)c(-c2ccc(F)cc2)n2c1CS(=O)C2 (configuration not stated),i,1.7,-0.9,3.5,-6.3,1.1,4.0,0.5,-6.8
Cc1ccc(S(=O)(=O)N2CCCc3ccccc32)cc1C,i,-4.6,-1.3,-3.7,-2.9,-2.9,0.9,5.0,17.0

# An unsorted share of the library; about 4% have a hit in one of these screens.
